# ROMK primary: human ROMK K+ channel modulation, primary screen; AID 1918; Tet-inducible ROMK, thallium flux fluorescence; actives lie on both sides; 2% of 130,000 active; P48048; B-score at 10 µM;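 active = signal ratio slope over the read window, or its plate-corrected B-score, at least 3 SD from the plate mean, either direction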;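 note: B-score of the F/F0 ratio slope over 7 to 12 s after thallium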
# Target sequence (P48048 whole entry, looked up): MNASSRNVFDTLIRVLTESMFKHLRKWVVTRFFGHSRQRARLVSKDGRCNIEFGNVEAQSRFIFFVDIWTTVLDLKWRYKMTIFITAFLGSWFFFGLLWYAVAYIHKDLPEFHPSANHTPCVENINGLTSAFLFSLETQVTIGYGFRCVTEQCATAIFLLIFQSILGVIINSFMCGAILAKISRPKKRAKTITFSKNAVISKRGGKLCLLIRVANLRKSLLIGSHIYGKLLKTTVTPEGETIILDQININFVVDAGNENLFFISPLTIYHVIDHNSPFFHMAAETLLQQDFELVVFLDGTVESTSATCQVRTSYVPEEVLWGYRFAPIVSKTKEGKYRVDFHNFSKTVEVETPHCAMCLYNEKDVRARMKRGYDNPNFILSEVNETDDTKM
# An asterisk follows results filed as active.
# Preview (7 entries):
entry	mol	ROMK primary
1	CCCCCOCC1CC(C/C(C)=N/NC(N)=O)(C(=O)OCC)C(=O)O1 (configuration not stated)	-0.32
2	COc1ccc(/C=N/NC(=O)c2cccnc2)cc1COc1ccc(NC(C)=O)cc1	3.9*
3	O=[N+]([O-])c1sccc1CS(=O)(=O)c1ccccc1	-0.12
4	CCCCn1nnc(NC(=O)c2ccc([N+](=O)[O-])cc2Cl)n1	0.24
5	Cc1ccccc1CN1C(=O)CS/C1=N/N=C/c1ccco1	0.79
6	N=c1ccn(Cc2cccc(F)c2)cc1	0.73
7	COc1ccc(S(=O)(=O)N2CCc3cc(OC)c(OC)cc3C2)cc1	0.78

# All compounds of this part, previewed entries included:
entry	mol	ROMK primary
1	CCCCCOCC1CC(C/C(C)=N/NC(N)=O)(C(=O)OCC)C(=O)O1 (configuration not stated)	-0.32
2	COc1ccc(/C=N/NC(=O)c2cccnc2)cc1COc1ccc(NC(C)=O)cc1	3.9*
3	O=[N+]([O-])c1sccc1CS(=O)(=O)c1ccccc1	-0.12
4	CCCCn1nnc(NC(=O)c2ccc([N+](=O)[O-])cc2Cl)n1	0.24
5	Cc1ccccc1CN1C(=O)CS/C1=N/N=C/c1ccco1	0.79
6	N=c1ccn(Cc2cccc(F)c2)cc1	0.73
7	COc1ccc(S(=O)(=O)N2CCc3cc(OC)c(OC)cc3C2)cc1	0.78
8	CCOC(=O)Cc1csc(NC(=O)Nc2cccc(OC)c2)n1	-0.0068
9	C/C(=N\O)C(C)(C)Nc1ccc(F)cc1	0.33
10	CCOP(=O)(OCC)C(Nc1ccc(C(=O)O)cc1)c1ccccc1 (configuration not stated)	0.27
11	Cc1ccc(N=C2NC(=O)/C(=C/c3cccn3C)S2)cc1	0.23
12	CCOCCCNC(=S)Nc1ccc(Br)cc1Cl	-0.55
13	O=C(CN1CCN(S(=O)(=O)c2ccc(Cl)s2)CC1)N1CCOCC1	-3.2*
14	C=CCS/C(N)=N\N=C\c1cc(Br)cc([N+](=O)[O-])c1O	0.45
15	O=C(/C=C/c1ccco1)N(Cc1cccc(Cl)c1)C1CCS(=O)(=O)C1 (configuration not stated)	-2.8
16	N#C/C(C(N)=O)=C1/SC(Cc2ccc(F)cc2)C(=O)N1c1ccccc1 (configuration not stated)	-0.37
17	Cc1cc(C(=O)NNC(=O)c2ccc(C(F)(F)F)cc2)no1	1.2
18	CN(C)/C=C(\C#N)C(=O)Nc1ccc(F)c(Cl)c1	0.55
19	Cc1cc(C)cc(NC(=O)Nc2cc(-c3ccccc3)nn2C)c1	0.0024
20	CCOC(=O)COc1nc(-c2ccccc2)cc(-c2ccco2)c1C#N	-0.96
21	CCOC(=O)C(=CNc1ccc(Oc2cncc(Cl)c2)nc1)C(=O)OCC	0.18
22	N#Cc1c(Nc2ccccc2)s[nH]c1=O	-0.53
23	CCn1c(=O)c2cc(C(=O)Nc3ccc(OC)cc3OC)sc2c2ccccc21	0.051
24	Oc1[nH]c2ccc(Br)cc2c1N=NC(=S)Nc1ccc(F)cc1	2.4
25	O=[N+]([O-])c1cccc2ncccc12	0.0033
26	CC(=O)Nc1ccc(NC(=O)C/C(C)=N/NC(=O)C(=O)Nc2ccc(C)c(Cl)c2)cc1	0.45
27	C#CC(C)(C)NC(=O)c1ccc(-c2ccccc2F)cc1	0.34
28	CN1CCN(c2nc(Nc3ccccc3)nc(N)c2[N+](=O)[O-])CC1	0.14
29	Cc1c(C#N)c2ccccc2n1C	-0.54
30	O=C(O)c1nn(CC(=O)N2CCN(S(=O)(=O)c3ccc(Cl)cc3)CC2)c(=O)c2ccccc12	0.13
31	O=C(NCc1ccco1)C(=O)NCC1OCCN1S(=O)(=O)c1cc(F)ccc1F (configuration not stated)	0.7
32	O=C(NC1CCCCC1)c1cc(C2CC2)on1	-0.95
33	CSc1ncc(Cl)c(C(=O)Nc2ccccc2Br)n1	0.34
34	CCN(CC)c1ccc(CNc2nc3ccccc3n2CC)cc1	0.29
35	O=C(CN1c2ccccc2Sc2ccccc21)NNC(=O)Nc1cccc(Cl)c1	0.53
36	COCCOC(=O)c1c(C)oc2ccc(NS(=O)(=O)c3ccc(C)cc3)cc12	-1.3
37	CNC(=S)/N=C(\Nc1ccc(C)cc1)c1ccccc1	1.1
38	CNC(=S)N(Cc1ccccc1)Cc1cccnc1	-12*
39	COC(=O)c1ccc(S(=O)(=O)NCc2ccccn2)n1C	-0.032
40	CC1SCC(NC(=O)c2ccccc2Cl)CS1 (configuration not stated)	0.024
41	Cc1ccnc(NS(=O)(=O)c2ccc(NC(=O)C(C)(C)C)cc2)n1	0.14
42	CC(=O)Nc1nc(NC(=O)C(Cl)(Cl)Cl)n(-c2ccccc2)n1	1.9
43	CSc1sc(-c2ccnc(SCC(=O)C(C)(C)C)n2)c2c1C(=O)CC(C)(C)C2	-2.5
44	CC(=O)Nc1cccc(Oc2nc(-c3ccccn3)nc3ccccc23)c1	-0.64
45	N#Cc1c(-c2ccco2)cc(-c2ccccc2)[nH]c1=O	-1.5
46	COc1ccccc1C1=NOC(COc2ccc3c(C)cc(=O)oc3c2)C1 (configuration not stated)	3.3*
47	COc1ccc(Cc2cc(-c3ccc(F)cc3)n[nH]c2=O)cc1	-0.8
48	O=C(Nc1cccnc1Oc1ncnc2cc(Cl)ccc12)c1ccc(F)cc1	-0.43
49	O=C(/C=C/c1ccc2ccccc2n1)c1cc(Cl)ccc1O	0.4
50	CN(C)CCCNc1cc(C(C)(C)C)nc2c(-c3ccc(Cl)cc3)cnn12	-0.0016
51	Cc1ccc(OS(=O)(=O)c2ccc(-c3csc(C)n3)s2)c(C)c1	-0.41
52	Cc1cc(NC(=O)c2ccc3c(c2)C(=O)N(CC(C)C)C3=O)no1	0.033
53	N/C(=N\OC(=O)CCn1cccc(C(F)(F)F)c1=O)c1ccc(OC(F)(F)F)cc1	-0.79
54	CC(C)n1c(=S)[nH]c2cc(Cl)ccc21	1.2
55	CC(=O)Nc1ccc(-c2cc(C(=O)O)c3ccccc3n2)cc1	0.87
56	O=C(CSc1n[nH]c(=O)[nH]c1=O)c1ccc([N+](=O)[O-])cc1	0.62
57	Cc1nn2c(NCCN(C)C)c3c(nc2c1-c1ccccc1)CCCC3	0.03
58	COC(=O)c1sccc1NC(=O)CC1C(=O)NCCN1C(=O)Nc1ccccc1 (configuration not stated)	-1.4
59	Cc1nc(-c2ccc(S(=O)(=O)N3CCN(C(c4ccccc4)c4ccccc4)CC3)s2)cs1	-1.3
60	Cc1ccc(-c2nc3c(c(=O)[nH]c(=O)n3Cc3ccccc3)n2C)s1	0.18

# Following part:
entry	mol	ROMK primary
61	COc1ccc(/C=C\c2onc(C)c2S(=O)(=O)N2CCC(C(=O)NCc3ccco3)CC2)cc1	-0.46
62	C=CCCCCCCCCc1nc(SCC(C)=O)n[nH]1	-2
63	Cn1c(=O)oc2cc(S(=O)(=O)NCc3ccc(C(=O)O)cc3)ccc21	0.0029
64	O=C1CCCC2=C1C(c1cccs1)n1nc(SCc3ccc(C(=O)O)cc3)nc1N2 (configuration not stated)	1
65	O=C1CSC(=Nc2ccc(Cl)cc2)N1Cc1ccco1	-2.8
66	CCCNC(=O)CCn1c(=S)oc2ccccc21	-0.23
67	CCc1c(O)nc(SCC(=O)Nc2nc3ccccc3s2)n(-c2ccc(C)cc2)c1=O	0.8
68	Clc1ccc(-c2nnc(N3CCOCC3)o2)cc1	0.61
69	Cc1ccccc1-n1c2nc(=O)n(C)c(=O)c-2cc2ccccc21	0.0034
70	COC(=O)c1cnc(Nc2cccc(C(F)(F)F)c2)c([N+](=O)[O-])c1	0.42
71	Cc1ccc(CSc2nnc(SCC(=O)N/N=C/c3ccccc3OCC(=O)O)s2)cc1	0.35
72	O=C(NCc1ccncc1)C(=O)Nc1nccs1	0.0096
73	CN(C)c1cc(-c2ccc(F)cc2)oc(=O)c1Cl	0.33
74	COc1ccc(NC2c3ccccc3C(=O)N2Cc2ccccc2Cl)cc1OC (configuration not stated)	-0.27
75	CC1(C)CC(=O)c2cnc(N3CCc4ccccc43)nc2C1	-0.12
76	CC(=O)Nc1ccc(NC(=O)Nc2cc(C)cc(C)c2)cc1	-1.7
77	O=C(NCc1ccc2c(c1)OCO2)C1CCCN1S(=O)(=O)c1ccc(F)cc1 (configuration not stated)	-0.034
78	CCCn1nc(NC(=O)c2cccs2)c2cc3cc(C)ccc3nc21	-0.83
79	CC(=O)c1sc(C(C)(C)C)cc1NC(=O)CCC(=O)O	-0.044
80	NC(N)=N/N=C/c1ccc(Cl)cc1Cl	-0.73
81	CCc1nc2ccccc2nc1N1CCN(S(=O)(=O)c2ccc(Cl)cc2)CC1	-0.27
82	N#Cc1ccc(S(=O)(=O)NC2CCN(Cc3ccccc3)CC2)cc1	0.13
83	O=C(O)CNc1nc(-c2ccccc2)nc2c1oc1ccccc12	0.88
84	CC(=O)c1cnn(-c2c(Cl)cc(Cl)cc2Cl)c1C	-1.2
85	Cc1ccc(C)n1-c1nn(S(=O)(=O)c2cccc3cccnc23)c2cccc(F)c12	1.3
86	Cc1cc(C)c2c(C)[nH]nc2n1	0.093
87	Cc1cc(NC(=O)/C=C\C(=O)O)c([N+](=O)[O-])cc1C	1.1
88	COc1cccc(C2Nc3cccc4cccc(c34)N2)c1	-0.051
89	O=[N+]([O-])c1cccc(S(=O)(=O)NCCc2cn3ccccc3n2)c1	-0.5
90	Cc1nnsc1-c1onc(C)c1C(=O)Nc1cc(Cl)cc(Cl)c1	-0.28
91	COC(=O)[C@H](C)NC(=O)Nc1cccc(Br)c1	1.2
92	COCc1ccc(C(=O)Nc2ccc(C(=O)O)cc2)o1	-0.17
93	CC1(C)Cc2sc3c(=O)[nH]c(=S)[nH]c3c2CO1	-0.24
94	Cc1cc(-c2nn(C)c(=O)c3ccccc23)cc(C)c1O	0.57
95	O=C(NCc1ccc(Cl)cc1)C1CCC(CNc2c(N3CCOCC3)c(=O)c2=O)CC1 (configuration not stated)	0.34
96	Cc1nc2c(C)[n+](CC(=O)c3ccccc3)ccc2n1C	0.43
97	CCOc1ccc(-c2nc(N)ncc2-c2ccccc2OC)c(O)c1	0.83
98	O=C(CN1CCN(Cc2ccccc2Cl)C1=O)NCc1cccnc1	-0.41
99	O=c1oc2ccccc2nc1/C=C(\O)c1ccc(Br)cc1	0.36
100	CCS(=O)(=O)c1ccc(O)c(NC(=O)CC2(CC(=O)O)CCCC2)c1	0.18
101	CCOc1ccc(CCN2CN(C3CCCCC3)CNC2=S)cc1OCC	0.094
102	O=C(/C=C/c1ccccc1)c1c[nH]c2ccccc12	-0.0044
103	O=C(CCc1ccccc1)Nc1nc2c(F)cc(F)cc2s1	-0.38
104	COc1ccc(C(=S)N2CCN(c3ccccc3C)CC2)cc1	-1.4
105	O=C(Nc1cccc(Cl)c1)N1N=CCC1c1ccccc1 (configuration not stated)	-1.7
106	CC(C)=NOC(=O)c1c(C)noc1-c1snnc1C	0.061
107	CC(=O)/C(N=Nc1ccc(OC(F)(F)F)cc1)=C(\C)O	-0.11
108	NNC(=O)Cn1nnc(-c2ccc(C(F)(F)F)cc2)n1	0.98
109	COc1ccc(Oc2c(C)nc(SCC(=O)c3ccc(Cl)cc3)[nH]c2=O)cc1	1.5
110	COc1ccc(-n2nnnc2/C=C\Nc2ccc(C)cc2)cc1	-0.31
111	O=C(Nc1cc(=O)[nH]c2nc(-c3ccccc3)nn12)c1ccccc1Cl	-0.56
112	N#Cc1ccc(N2C(=O)[C@@H]3C(C(=O)c4cnccn4)=NN[C@@H]3C2=O)cc1	0.82
113	CC(=O)Nc1ccc(S(=O)(=O)NNC(=O)COc2ccc(Cl)cc2Cl)cc1	-0.32
114	CSc1nnc(-c2ccc(Br)s2)n1C	0.095
115	CCCCCSc1ncccc1C(=O)O	0.5
116	S=C(NCCN1CCOCC1)NC1CCCCC1	0.25
117	CC(=O)/C(C#N)=C1\NC(=O)C(Cc2cc(Cl)ccc2Cl)S1 (configuration not stated)	0.32
118	CCOC(=O)COc1cccc2c(=O)n(CC(=O)NCc3ccccc3)ccc12	4.7*
119	CC(=O)Nc1cccc(OCCCNC(=O)c2cccc3ccccc23)c1	0.071
120	O=[N+]([O-])c1cccc(-c2n[nH]c(=S)n2-c2ccccc2)c1	0.13

# Continued.
entry	mol	ROMK primary
121	Cc1nc2cc(Cl)c(Cl)cc2n1CCCO	0.0075
122	O=C(COc1ccc(C2SCCS2)cc1)NNC(=O)C(Cl)Cl	-0.27
123	CCc1ccc(C(=O)NNc2ccc(F)cc2F)cc1	0.33
124	Cc1cc(C(=O)NNc2ccc(C(C)C)cc2)n(C(C)(C)C)n1	-0.2
125	CCN(C(=O)c1cc2c(=O)[nH]c3ccc(C)cc3c2s1)c1ccc(OC)cc1	-0.65
126	COc1ccc(NC(=O)C(Cc2ccccc2)n2cccc2)cc1 (configuration not stated)	-0.58
127	C/C(=N\Nc1ccc(Cl)c(C(=O)O)c1)c1cccc([N+](=O)[O-])c1	0.024
128	COc1ccc(Oc2ccc(C(F)(F)F)cc2NC(=O)c2ccc(F)cc2)cc1	0.68
129	CN1C(=O)/C(=C\c2ccco2)N=C1c1ccc(Cl)cc1Cl	1.1
130	COc1ccc(NC(=O)NCCCN2CCC(Cc3ccccc3)CC2)cc1	-1.1
131	NC(=S)c1cc2cc(Cl)ccc2oc1=O	-0.54
132	CCCc1c(C)[nH]c2ccc(C(=O)O)cc2c1=S	0.87
133	CC(=O)N/N=C(\N)c1nonc1N	0.035
134	Cc1nc(C(=O)NNC(=O)c2c(-c3c(Cl)cccc3Cl)noc2C)cs1	-0.059
135	O=C(O)CCCC(=O)Nc1ccc(-n2ccc(C(F)(F)F)n2)cc1	1.1
136	CCn1cc(C(=O)O)c(=O)c2cc(F)c(N3CCN(C(=S)NC(=O)c4ccccc4C)CC3)cc21	-0.017
137	CC(C)(C)c1ccc(-c2noc(-c3ccc4c(c3)CCO4)n2)cc1	1.3
138	CCCS(=O)(=O)C/C(N)=N/OC(=O)c1ccccc1Cl	0.55
139	CCCN1C(=O)C2(C(C(=O)c3ccc(C)o3)=C(O)C(=O)N2CCCOC)c2ccccc21 (configuration not stated)	-0.3
140	Cc1ccc(/C=N/NC(=O)c2nnn(-c3nonc3N)c2CSc2ccccc2)cc1	1.7
141	Nc1ccccc1SC(C[N+](=O)[O-])c1ccccc1 (configuration not stated)	-8.6*

# An excerpt; the hit share may differ from the screen's.
